# Screening results: PubChem BioAssay, several laboratories
# IDE inh: inhibits human insulin-degrading enzyme in HEK cells; P14735; FAbetaB cleavage, fluorescence polarization; inhibition, % at 5.59 µM; hit rate 0.41% among 320,000; AID 434962;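 active = percent inhibition above the average of all tested compounds plus 3 SD, set per screening campaign, cut at about 16% in these data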;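 note: IDE supplied by intact live HEK cells; FP after avidin binding of uncleaved biotin substrate so inhibition keeps polarization high; 0% = DMSO wells and 100% = 60 µM reference IDE inhibitor Ii1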
# M4 ag: agonists of human muscarinic M4 receptor (CHRM4) | P08173 | AID 624127 | activation, % at 3 µM | CHO-K1 hM4/Gqi5, Fluo-8 calcium fluorescence; vehicle 0%, full acetylcholine response 100% | hit rate 0.14% among 360,000;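 active = activation above the run mean over all test wells plus 3 SD, cut at about 32% in these data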;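 note: peak over basal fluorescence ratio per well then scaled between controls; 0% = DMSO wells and 100% = acetylcholine at EC100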
# Target sequence (P08173 whole entry, looked up): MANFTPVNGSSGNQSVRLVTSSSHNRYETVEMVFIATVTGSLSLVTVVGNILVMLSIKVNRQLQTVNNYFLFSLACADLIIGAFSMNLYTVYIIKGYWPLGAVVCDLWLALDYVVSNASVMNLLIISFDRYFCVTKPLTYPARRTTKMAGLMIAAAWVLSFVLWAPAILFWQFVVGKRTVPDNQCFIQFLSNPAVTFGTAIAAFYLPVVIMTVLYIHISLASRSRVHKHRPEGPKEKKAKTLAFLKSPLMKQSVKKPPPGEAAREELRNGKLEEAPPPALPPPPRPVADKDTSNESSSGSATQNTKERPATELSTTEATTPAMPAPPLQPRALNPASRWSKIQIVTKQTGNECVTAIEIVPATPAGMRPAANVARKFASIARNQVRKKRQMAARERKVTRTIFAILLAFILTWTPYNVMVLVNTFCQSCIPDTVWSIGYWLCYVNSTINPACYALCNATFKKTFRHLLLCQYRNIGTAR
# M5 antag: blocks acetylcholine activation of human M5 receptor. P08912. CHO-hM5 cells, Fluo-8 calcium fluorescence, ACh EC80. inhibition, % at 3 µM. hit rate 0.59% among 360,000;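 active = inhibition above a per-plate cutoff, the mean of that plate's test compounds plus 3 SD, cut at about 27% in these data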;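 note: 0% = acetylcholine EC80 with DMSO and 100% = DMSO without agonist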
# Target sequence (P08912 whole entry, looked up): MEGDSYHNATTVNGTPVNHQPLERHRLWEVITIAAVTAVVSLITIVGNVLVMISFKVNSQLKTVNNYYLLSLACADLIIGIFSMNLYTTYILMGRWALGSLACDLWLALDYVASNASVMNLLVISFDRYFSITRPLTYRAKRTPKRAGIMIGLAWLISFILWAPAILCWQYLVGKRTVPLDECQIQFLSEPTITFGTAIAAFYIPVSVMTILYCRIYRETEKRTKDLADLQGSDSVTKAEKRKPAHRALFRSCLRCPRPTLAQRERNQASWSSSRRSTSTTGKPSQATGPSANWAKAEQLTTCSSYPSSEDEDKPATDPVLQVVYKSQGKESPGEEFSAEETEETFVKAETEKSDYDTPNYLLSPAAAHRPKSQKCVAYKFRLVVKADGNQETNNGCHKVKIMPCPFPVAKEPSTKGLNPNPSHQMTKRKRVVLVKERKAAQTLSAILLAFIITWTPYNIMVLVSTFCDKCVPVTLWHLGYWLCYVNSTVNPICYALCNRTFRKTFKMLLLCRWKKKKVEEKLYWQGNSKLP
# CHRM4 PAM: positive allosteric modulators of human muscarinic M4 receptor; CHO-K1 hM4/Gqi5, Fluo-8 calcium fluorescence, ACh EC20; 0% = ACh EC20, 100% = maximal ACh; activation, % at 3 µM; hit rate 0.4% among 360,000;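 active = activation above its plate's cutoff, the mean activation of sample wells plus 3 SD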; note: some results filed as inactive read as strong as hits
# CHRM5 PAM: potentiates acetylcholine response at human M5 receptor | CHO-K1 hM5, Fluo-8 calcium, ACh EC20 PAM; 0% = ACh EC20, 100% = ACh EC100 | activation, % at 3 µM | hit rate 0.3% among 360,000;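 active = activation above the run cutoff, the mean activation of all test compounds plus 3 SD, cut at about 18% in these data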
#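 Assay system: CHO-K1 hM5 cells. Also added: acetylcholine at EC20 concentration, added after compound. Dosing: 3 µM, single dose. Times: compound preincubation 140 s before EC20 acetylcholine addition. Signal: Fluo-8 calcium fluorescence. Measure: % activation relative to EC20 and EC100 ACh responses. Repeats: singlicate, one well per test compound.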
# CRFR2-BP ag: CRF-BP/CRF-R2 complex agonism. AID 588473. HEK293 CRF-R2/CRF-BP, calcium dye fluorescence (FLIPR); percent of saturating CRF peptide response. activation, % at 13.2 µM. hit rate 0.46% among 350,000;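 active = activation of at least 50%, plus an integration ratio under a set limit after plate pattern correction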;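 note: plate controls were neutral control wells without compound for no effect and CRF at EC100 for full effect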
# CHRM5 agonist: CHRM5 agonism in calcium assay; activation, % at 3 µM; AID 624037; CHO-K1 hM5 cells, Fluo-8 calcium fluorescence; 0% DMSO wells, 100% maximal acetylcholine response; P08912; hit rate 0.19% among 360,000;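 active = activation above the run's mean over test compounds plus 3 SD, cut at about 23% in these data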;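 note: signal is peak over basal fluorescence ratio across the kinetic read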
# CHRM4 antagonist: antagonists of human muscarinic M4 receptor (CHRM4); CHO-hM4 cells, ACh EC80, Fluo-8 calcium fluorescence; inhibition, % at 3 µM; hit rate 0.73% among 360,000; AID 624125;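 active = inhibition above its plate's cutoff, the mean inhibition of sample wells plus 3 SD, cut at about 27% in these data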;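 note: 0% = acetylcholine EC80 with DMSO and 100% = DMSO without agonist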
# CRFR2-BP antag: CRF-BP/CRF-R2 complex antagonism | HEK293 CRF-R2/CRF-BP, CRF-induced calcium fluorescence | inhibition, % at 11.8 µM | hit rate 0.59% among 350,000 | AID 588475;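 active = inhibition of the ligand-induced calcium signal above about 50% at the single tested concentration, limit read from the data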
# Active calls of the source: *; x = no result given.
# Start of the listing, in advance (15 entries):
IDE inh	M4 ag	SMILES	M5 antag	CHRM4 PAM	CHRM5 PAM	CRFR2-BP ag	CHRM5 agonist	CHRM4 antagonist	CRFR2-BP antag
-6	16	Cc1ccc(SCCC(=O)N2CCN(S(=O)(=O)c3ccccc3)CC2)cc1	13	-4	-10	-0.1	0	3	-9
8	0	COCc1cc(=O)n2[nH]c(C(F)(F)F)nc2n1	-3	15	-4	-0.9	-3	-10	-1
x	1	N#Cc1c2nc3ccccc3nc2n2cc(NC(=O)c3ccc(F)cc3)ccc12	11	5	-5	55*	6	7	-83
-1	2	CCC(C(=O)NCC1CCCO1)N(Cc1ccc(F)cc1)C(=O)CNS(=O)(=O)c1ccccc1 (configuration not stated)	5	14	1	-0.8	-4	-24	-1
x	1	O=S(=O)(c1ccccc1)N1CCN(C(=S)NC2CCCC2)CC1	-1	1	0	-0.8	-5	2	1
3	5	CCCc1cc(C(=O)N2CCCN(C)CC2)cs1	-2	2	-1	-1.5	-6	-6	7
7	2	CC(C)(C)CN1CCNC[C@H]1Cc1cccc2ccccc12	-2	6	4	-0.8	3	7	-3
2	2	CC(=O)N1N=C(c2c(-c3ccccc3)c3cc(Br)ccc3[nH]c2=O)CC1c1ccco1 (configuration not stated)	11	-5	1	7.7	3	-1	-32
2	16	Cc1cc(OC(=O)c2ccccc2C)c([N+](=O)[O-])c(=O)[nH]1	4	-6	-8	-0.9	2	0	0
6	8	Cc1ccc(NC(=O)c2nnn(-c3ccc4c(c3)OCCO4)c2N)cc1	5	4	0	0.1	-1	-7	8
3	1	CCCn1c(C(O)c2ccc3c(c2)OCO3)nc2ccccc21 (configuration not stated)	5	0	-10	0.2	4	0	-2
1	1	Cc1ccc(O)c(NC(=S)NC(=O)/C=C/c2ccco2)c1	6	2	3	2.7	0	-2	-14
-4	0	O=C(CSc1nnc(Cn2nnc3ccccc32)o1)Nc1ccc(Cl)cc1	2	3	2	-0.3	0	-3	-13
4	1	CCOc1ccc(S(=O)(=O)N2CCC(c3ccccc3)CC2)cc1C(=O)O	6	-3	-6	12	-6	-10	6
0	20	CC(=O)c1cccc(NC(=O)CCC(=O)Oc2ccc(C)cc2)c1	8	-9	-3	0.6	2	3	3

# The whole of this part, from the start:
IDE inh	M4 ag	SMILES	M5 antag	CHRM4 PAM	CHRM5 PAM	CRFR2-BP ag	CHRM5 agonist	CHRM4 antagonist	CRFR2-BP antag
-6	16	Cc1ccc(SCCC(=O)N2CCN(S(=O)(=O)c3ccccc3)CC2)cc1	13	-4	-10	-0.1	0	3	-9
8	0	COCc1cc(=O)n2[nH]c(C(F)(F)F)nc2n1	-3	15	-4	-0.9	-3	-10	-1
x	1	N#Cc1c2nc3ccccc3nc2n2cc(NC(=O)c3ccc(F)cc3)ccc12	11	5	-5	55*	6	7	-83
-1	2	CCC(C(=O)NCC1CCCO1)N(Cc1ccc(F)cc1)C(=O)CNS(=O)(=O)c1ccccc1 (configuration not stated)	5	14	1	-0.8	-4	-24	-1
x	1	O=S(=O)(c1ccccc1)N1CCN(C(=S)NC2CCCC2)CC1	-1	1	0	-0.8	-5	2	1
3	5	CCCc1cc(C(=O)N2CCCN(C)CC2)cs1	-2	2	-1	-1.5	-6	-6	7
7	2	CC(C)(C)CN1CCNC[C@H]1Cc1cccc2ccccc12	-2	6	4	-0.8	3	7	-3
2	2	CC(=O)N1N=C(c2c(-c3ccccc3)c3cc(Br)ccc3[nH]c2=O)CC1c1ccco1 (configuration not stated)	11	-5	1	7.7	3	-1	-32
2	16	Cc1cc(OC(=O)c2ccccc2C)c([N+](=O)[O-])c(=O)[nH]1	4	-6	-8	-0.9	2	0	0
6	8	Cc1ccc(NC(=O)c2nnn(-c3ccc4c(c3)OCCO4)c2N)cc1	5	4	0	0.1	-1	-7	8
3	1	CCCn1c(C(O)c2ccc3c(c2)OCO3)nc2ccccc21 (configuration not stated)	5	0	-10	0.2	4	0	-2
1	1	Cc1ccc(O)c(NC(=S)NC(=O)/C=C/c2ccco2)c1	6	2	3	2.7	0	-2	-14
-4	0	O=C(CSc1nnc(Cn2nnc3ccccc32)o1)Nc1ccc(Cl)cc1	2	3	2	-0.3	0	-3	-13
4	1	CCOc1ccc(S(=O)(=O)N2CCC(c3ccccc3)CC2)cc1C(=O)O	6	-3	-6	12	-6	-10	6
0	20	CC(=O)c1cccc(NC(=O)CCC(=O)Oc2ccc(C)cc2)c1	8	-9	-3	0.6	2	3	3
-7	-1	CC(CNS(=O)(=O)c1ccccc1)(c1ccccc1)N1CCCCC1 (configuration not stated)	0	14	8	-0.3	-9	-5	-9
0	5	COc1ccccc1N1CCN(C(=O)c2ccc3[nH]c4c(c3c2)CC(C)CC4)CC1 (configuration not stated)	16	9	-2	-0.9	3	-7	-32
-4	0	Cc1ccc(NC(=O)N2CCc3ccccc32)cc1C	-1	0	-5	1.7	-8	-11	-9
1	0	NCCCC[C@@H]1NC(=O)[C@H](CCC(=O)O)NC(=O)c2cc([N+](=O)[O-])cc(I)c2OCC[C@@H](C(N)=O)NC1=O	1	9	2	-2.1	5	2	0
1	1	Nc1c(Cl)cc(C2=NCCn3nc4ccccc4c32)cc1Cl	13	-6	-10	-1.3	-4	16	0
-4	0	CCOC(=O)c1c(NC(=O)Cn2ccsc2=N)sc(C)c1C	5	-6	2	-2.6	-4	4	-10
0	0	O=C(Nc1ccc(C(=O)N2CCCCC2)cc1)C1=CSCCO1	10	-2	1	-0.9	-1	2	-8
-9	1	CCOC1CS(=O)(=O)CC1OCC (configuration not stated)	-18	6	28*	2.0	16	3	1
-3	1	Cc1cc(C)cc(OCC(O)CN2CCN(C(=O)c3ccco3)CC2)c1 (configuration not stated)	9	2	0	-2.3	-9	4	5
-2	7	O=C(COC(=O)c1cc(=O)[nH]c2ccccc12)NC(=O)NC1CCCCC1	7	-6	-1	-0.8	-1	-1	-8
-3	5	Cc1ccc(S(=O)(=O)Nc2ccccc2C(=O)OC(C)C(=O)Nc2ccc3ccccc3c2)cc1[N+](=O)[O-] (configuration not stated)	14	-9	-14	-1.0	0	7	0
6	0	Cc1ccc(-c2c(C)sc(=NC(=O)c3ccco3)n2C)cc1	11	-3	-14	-0.4	-4	1	19
-6	1	CCN(c1ccc(NC(=O)c2ccc(Cl)nc2)cc1)C(C)C	-1	9	6	3.2	-2	-8	28
1	0	Cc1nnc(NC(=O)CSc2nnc(CNC(=O)c3ccc(S(=O)(=O)N(C)C)cc3)o2)s1	17	-2	-2	1.4	-4	4	-4
-1	1	Cc1c(Cl)cccc1NC(=O)CNC(=O)C1CCN(C(=O)Nc2ccccc2)CC1	8	1	-10	-2.5	1	-8	11
-3	2	CN(C)S(=O)(=O)c1cccc(NC(=O)COC(=O)c2ccc(Br)o2)c1	1	0	1	-0.9	1	-4	-4
-3	0	COc1cc(OC)cc(C(=O)NCCC(=O)NCCc2ccc(OC)c(OC)c2)c1	0	0	-2	-0.6	0	3	0
-2	0	O=C(CN1CCCCC1)Nc1cccc(Cl)c1Cl	5	8	5	-2.3	-4	-4	27
0	15	CSc1cccc(NS(=O)(=O)c2ccc(-c3coc(C)n3)cc2)c1	21	-9	-15	-1.3	5	0	-7
6	1	CCOc1ccc(C2C(C#N)=C(N)N(c3sc4c(c3C#N)CCCC4)C3=C2C(=O)CCC3)cc1 (configuration not stated)	-4	-4	-18	4.1	-10	2	7
-1	1	Nc1nc(N)nc(-c2cc(O)ccc2O)n1	3	8	0	1.6	2	-4	-2
3	2	COc1ccc(C(=O)N/N=C/c2c(C)[nH]c(=O)[nH]c2=O)cc1	3	9	2	0.3	-1	-6	-2
7	-1	COc1ccccc1-c1ccc(SCc2cccc(F)c2)nn1	4	-4	-4	0.0	-7	-6	53*
0	0	CC1(C)CC(=O)C(C=NC(CCC(N)=O)C(=O)O)=C(O)C1 (configuration not stated)	-3	-3	2	0.3	3	10	-13
2	2	Cc1ccc(-c2csc(NC(=O)c3ccc4c(=O)n5c(nc4c3)CCCCC5)n2)cc1	-2	23*	8	4.5	2	0	-15
-1	1	Cc1cnc(NC(=O)CSc2nnc(-c3ccccc3)o2)s1	-3	0	-4	-0.6	4	6	2
0	0	COC(=O)c1sc(NC(=S)NC(=O)c2cc(OC)c(OC)c(OC)c2)nc1C	14	-5	2	5.4	1	5	-12
0	0	CCN1CCCC1CNC(=O)c1cc2cc(F)ccc2[nH]1 (configuration not stated)	7	-1	-3	4.3	-5	2	1
5	0	Cc1ccc2c(c1)C1C[N+](C)(CC(=O)c3ccccc3)CCC1N2C(=O)c1ccccc1Cl (configuration not stated)	4	-2	-8	-1.2	-8	-2	0
x	0	C=CCn1c(C)nnc1SCC(=O)c1c(N)n(C2CC2)c(=O)[nH]c1=O	5	-5	10	-0.2	2	4	0
-5	1	COc1ccc(OC)c(C2C(C(=O)O)c3ccccc3C(=O)N2C)c1 (configuration not stated)	4	-1	-5	-0.2	-6	4	4
-5	1	COc1ccccc1CNS(=O)(=O)c1c(C)[nH]c(=O)[nH]c1=O	4	2	0	-0.2	1	4	9
1	0	CCCC(=O)Nn1cnc2c(c1=O)C1(CCCC1)Cc1ccccc1-2	-1	-5	-7	-2.2	-1	-1	-2
-1	2	Cc1noc(C(=O)N2CCN(c3ccccc3)CC2)c1Cl	1	-5	-9	2.4	2	7	-25
-2	0	O=C(O)Cn1nc(C(F)(F)F)c2c1CCC2	-6	12	6	-0.3	3	-1	-21
2	1	CC(C)c1cccc(C(C)C)c1NC(=O)CN1CCCC1	4	6	0	-0.1	-6	-2	5
3	-2	Cc1cc(C)c2c(-n3cccc3)nn(CC#N)c2n1	4	4	1	-0.4	-2	3	16
-2	1	COC(=O)Cn1cc(C(=O)c2cccs2)c2ccccc21	2	9	-3	-0.8	-1	1	7
x	13	Cc1cccc(C)c1NC(=O)C(c1ccccc1)N(C)CCc1ccccc1 (configuration not stated)	9	-7	3	x	2	-9	x
7	8	COc1cccc(C(=O)Nc2ccc(S(=O)(=O)NCc3ccco3)cc2)c1	1	-13	-10	-1.5	-1	8	15
1	1	CC(=O)Nc1ccc(OCC(O)CN2CCCCC2C)cc1 (configuration not stated)	0	7	1	-1.7	-3	0	24

# (more compounds)
IDE inh	M4 ag	SMILES	M5 antag	CHRM4 PAM	CHRM5 PAM	CRFR2-BP ag	CHRM5 agonist	CHRM4 antagonist	CRFR2-BP antag
-2	2	COCCCNC(=O)Nc1ccc(F)cc1F	1	2	-1	-1.2	0	9	-25
1	2	O=C(O)c1ccc(-n2cc(C(=O)c3ccccc3O)cn2)cc1	9	0	-5	4.3	0	16	-30
1	-1	Cc1ccccc1N1CCN(C(=S)c2ccc([N+](=O)[O-])cc2)CC1	3	-2	0	-0.9	-3	6	18
-1	12	COc1ccccc1C(=O)Nc1c(C(=O)N2CCN(C)CC2)oc2ccccc12	13	3	-4	-2.1	-3	2	1
3	2	NC(=O)C1CCCN(C(=O)CCCNC(=O)c2ccc(Cl)cc2)C1 (configuration not stated)	-4	3	-3	-2.1	-3	8	3
